Screens deposited in PubChem by several laboratories.
OX1R antagonist: OX1R (HCRTR1) antagonists, primary screen, fluorescence, CHO/OX1R cells, Fluo-8 calcium, orexin A; Orexin/Hypocretin receptor type 1 (Homo sapiens), O43613; Fluo-8 calcium fluorescence; inhibition, % at 5 µM; actives 0.43% (n = 330,000); AID 434989, 2010;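 active means inhibition above its plate's threshold, mean inhibition of all tested compounds on the plate plus 3 SD, cut at about 37% in these data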;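 further: 0% = orexin A challenge wells and 100% = SB-334867-A antagonist wells; not every result past the cut was called active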
Target sequence (O43613 whole entry, looked up): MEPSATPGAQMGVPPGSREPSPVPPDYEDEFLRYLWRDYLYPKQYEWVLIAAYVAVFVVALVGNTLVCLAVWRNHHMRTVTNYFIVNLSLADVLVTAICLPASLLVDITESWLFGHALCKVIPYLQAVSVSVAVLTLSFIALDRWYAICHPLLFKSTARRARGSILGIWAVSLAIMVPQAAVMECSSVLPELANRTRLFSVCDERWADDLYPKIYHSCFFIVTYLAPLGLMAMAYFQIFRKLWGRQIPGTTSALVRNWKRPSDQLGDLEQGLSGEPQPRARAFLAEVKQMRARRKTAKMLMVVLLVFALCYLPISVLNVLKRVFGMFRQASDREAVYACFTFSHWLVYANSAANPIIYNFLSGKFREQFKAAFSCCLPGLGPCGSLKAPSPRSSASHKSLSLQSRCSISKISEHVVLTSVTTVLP
CHT allo act: CHT positive allosteric modulators, primary screen, cell-based, membrane potential dye, choline EC20 | actives 0.49% (n = 310,000) | CHT-expressing cells; active compounds read high; LV-AA mutant CHT in HEK293 cells | AID 488977, 2010 | B-score at 10 µM;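 active means initial fluorescence not abnormally high and integrated response B-score, plate-corrected, over 3 SD above library mean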
Target sequence (Q9GZV3 whole entry, looked up): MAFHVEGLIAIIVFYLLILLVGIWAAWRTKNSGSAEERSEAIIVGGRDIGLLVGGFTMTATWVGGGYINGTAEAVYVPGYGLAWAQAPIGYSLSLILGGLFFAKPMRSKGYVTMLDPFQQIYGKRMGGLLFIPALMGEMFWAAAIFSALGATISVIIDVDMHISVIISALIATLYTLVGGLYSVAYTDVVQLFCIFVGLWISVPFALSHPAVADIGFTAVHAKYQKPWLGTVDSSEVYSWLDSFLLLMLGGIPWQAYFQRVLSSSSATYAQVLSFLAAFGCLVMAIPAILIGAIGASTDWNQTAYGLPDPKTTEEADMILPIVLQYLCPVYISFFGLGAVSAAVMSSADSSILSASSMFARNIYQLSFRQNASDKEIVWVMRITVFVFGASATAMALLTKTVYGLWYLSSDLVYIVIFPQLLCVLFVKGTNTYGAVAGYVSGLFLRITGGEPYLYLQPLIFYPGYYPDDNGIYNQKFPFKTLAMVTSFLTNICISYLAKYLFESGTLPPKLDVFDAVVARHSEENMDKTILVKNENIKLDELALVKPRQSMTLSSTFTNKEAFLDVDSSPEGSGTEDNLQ
An asterisk follows results filed as active.

How did CCOc1ccccc1C(=O)NCC(=O)NNC(=O)CN(C)S(=O)(=O)c1ccc(Cl)cc1 do in these assays?
OX1R antagonist: -19; CHT allo act: inactive

What do the screens show for `CN(Cc1ccccc1)C(=O)CCC1CCN(S(C)(=O)=O)CC1`?
OX1R antagonist: -20; CHT allo act: inactive

How did CC1(C)CC2CC(C)(CN2C(=O)c2ccccc2)C1 (configuration not stated) do in these assays?
OX1R antagonist: -9; CHT allo act: inactive

What do the screens show for `O=C(CSC1=NCCS1)Nc1cccc(F)c1`?
OX1R antagonist: -12; CHT allo act: inactive

How did O=C(NC(=S)NC1CC1)c1cccnc1 do in these assays?
OX1R antagonist: -19; CHT allo act: inactive

Results for CSc1ccc(CN(C)CC(=O)NCCc2ccccc2)cc1 ?
OX1R antagonist: -22; CHT allo act: inactive

How did Cc1nc(N)nc(N)c1CCCc1ccc(Cl)c(Cl)c1 do in these assays?
OX1R antagonist: -9; CHT allo act: inactive

Results for CC(C)CSc1nnc2c3ccccc3n(C)c2n1 ?
OX1R antagonist: -21; CHT allo act: inactive

Results for COc1ccc(COc2ccc(C3C(S(=O)(=O)c4ccccc4)CON3C)cc2OC)cc1 (configuration not stated) ?
OX1R antagonist: -22; CHT allo act: inactive

What do the screens show for `CCc1ccc(C(=O)Nc2ccc(OC)c(S(=O)(=O)N3CCCCC3)c2)cc1`?
OX1R antagonist: 10

What do the screens show for `COc1ccc(C)cc1NC(=O)CN1CCCC1c1ccc2c(c1)OCCCO2` (configuration not stated)?
OX1R antagonist: -13

What do the screens show for `Cn1nc(C(=O)OCC(=O)N2CCc3ccccc32)c2ccccc2c1=O`?
OX1R antagonist: -14; CHT allo act: inactive

How did O=C(O)[C@H]1CCCC[C@H]1C(=O)Nc1cc([N+](=O)[O-])ccc1F do in these assays?
OX1R antagonist: -1; CHT allo act: inactive

How did O=C1OC2CCC1(c1ccccc1)C2 (configuration not stated) do in these assays?
OX1R antagonist: -7; CHT allo act: inactive

Results for O=[N+]([O-])c1ccc(N2CCOCC2)cc1NCc1ccccc1 ?
OX1R antagonist: -30; CHT allo act: inactive

Results for O=C(Nc1cccc(C(=O)N2CCOCC2)c1)c1ccccc1Cl ?
OX1R antagonist: 5; CHT allo act: inactive

How did Cc1cnc(NC(=O)CSc2nnc(C)n2N)s1 do in these assays?
OX1R antagonist: -11; CHT allo act: inactive

How did O=C(CSc1nnc2ccccn12)NCCN1C(=O)CSC1=O do in these assays?
OX1R antagonist: 8; CHT allo act: inactive

Results for Cc1ccc(NC(=O)Nc2c(C)n(C)n(-c3ccccc3)c2=O)cc1C ?
OX1R antagonist: 11; CHT allo act: inactive

Results for O=C(CCN1C(=O)/C(=C\c2ccccc2)SC1=S)Nc1ccc(C(=O)O)cc1 ?
OX1R antagonist: 6; CHT allo act: inactive

How did C=CCn1c(NCc2ccc(OC)cc2)nc2ccccc21 do in these assays?
OX1R antagonist: -19; CHT allo act: inactive

Results for CCOC(=O)C1CCN(S(=O)(=O)c2cccc(C(=O)Nc3ccccc3)c2)CC1 ?
OX1R antagonist: -17; CHT allo act: inactive

Results for COc1cccc2cc(-c3n[nH]c(=S)n3C)oc12 ?
OX1R antagonist: -12; CHT allo act: inactive

How did O=C(NCc1ccccc1)Oc1cccc(Cl)c1 do in these assays?
OX1R antagonist: -11; CHT allo act: inactive

What do the screens show for `Cc1onc(-c2ccccc2Cl)c1C(=O)NCc1ccco1`?
OX1R antagonist: -12; CHT allo act: inactive

How did O=C(COC(=O)c1ccc(Br)o1)Nc1ccc(N2CCOCC2)cc1 do in these assays?
OX1R antagonist: 13

Results for COc1cccc2cc(C(C)N(CCCN3CCOCC3)C(=S)Nc3cc(C)cc(C)c3)oc12 (configuration not stated) ?
OX1R antagonist: -27; CHT allo act: inactive

What do the screens show for `Cc1ccc(C(=O)N2CCN(c3ccc(N4CCOCC4)nn3)CC2)cc1C`?
OX1R antagonist: -18; CHT allo act: inactive

Results for Cc1nc2sc3c(c2c(=O)[nH]1)CCCCC3 ?
OX1R antagonist: 9; CHT allo act: inactive

How did COc1ccccc1-c1nnc(SCC(=O)OC(C)C)o1 do in these assays?
OX1R antagonist: -3; CHT allo act: inactive

What do the screens show for `CC(C)[C@H](NC(=O)c1ccccc1)C(=O)OCC(=O)N1CC2(C)CC1CC(C)(C)C2` (some centres not stated)?
OX1R antagonist: -17; CHT allo act: inactive

How did Cc1ccc(Cn2nnnc2CN2CCC(O)(c3ccc(F)cc3)CC2)cc1 do in these assays?
OX1R antagonist: -10; CHT allo act: inactive

What do the screens show for `CCC(=O)c1cc2c(cc1NC(=O)c1ccccc1)OCCO2`?
OX1R antagonist: -16; CHT allo act: inactive

Results for NC(=NC(=O)c1ccc(OCC(F)(F)F)nc1)c1ccccc1 ?
OX1R antagonist: -8; CHT allo act: inactive

Results for Cc1ccc2nc(NCc3ccccc3)c(C#N)cc2c1 ?
OX1R antagonist: -37; CHT allo act: inactive

How did CCCc1nc2ccccc2c(=O)n1-c1c(C)n(C)n(-c2ccccc2)c1=O do in these assays?
OX1R antagonist: -2; CHT allo act: inactive

How did CCOc1nc(-c2ccccc2)ccc1-c1noc(COc2ccccc2)n1 do in these assays?
OX1R antagonist: -27; CHT allo act: inactive

What do the screens show for `Cc1noc(C)c1NC(=O)N(C)C[C@H]1Oc2c(NC(=O)Cc3ccccc3)cccc2C(=O)N([C@H](C)CO)C[C@@H]1C`?
OX1R antagonist: -9

What do the screens show for `Cc1ccccc1OCC(=O)Nc1cccc(NC(=O)c2ccco2)c1`?
OX1R antagonist: -34; CHT allo act: inactive

What do the screens show for `O=[N+]([O-])c1ccc2c3n([n+]([O-])c2c1)CCN=C3c1ccc(Cl)cc1`?
OX1R antagonist: -9; CHT allo act: inactive

Results for COc1cccc(OC)c1OCCNCCO ?
OX1R antagonist: -5; CHT allo act: inactive

Results for CCOc1ccc(CNn2nnnc2N)cc1 ?
OX1R antagonist: -3; CHT allo act: inactive

What do the screens show for `CCCS(=O)(=O)N1CCC(C(=O)NCc2cccnc2)CC1`?
OX1R antagonist: -5; CHT allo act: inactive

How did O=C(Nc1ccc(F)cc1F)c1ccc2c(c1)[nH]c(=O)n2Cc1ccc(F)cc1 do in these assays?
OX1R antagonist: -7; CHT allo act: inactive

Results for O=C(Nc1ccc2c(c1)OCCO2)C1CCCN(S(=O)(=O)c2cccc3nsnc23)C1 (configuration not stated) ?
OX1R antagonist: -20; CHT allo act: inactive

What do the screens show for `COc1cc(/C=N/NC(=O)c2nnn(-c3nonc3N)c2C(C)C)ccc1OCc1ccccc1`?
OX1R antagonist: 6; CHT allo act: inactive

What do the screens show for `CC(=O)Nc1ccc(C(=O)OCC(=O)Nc2c(F)cccc2F)cc1`?
OX1R antagonist: 6; CHT allo act: inactive

How did Cc1ccc(S(=O)(=O)N2CCN(C(=O)COC(=O)c3cc([N+](=O)[O-])ccc3NCCO)CC2)c(C)c1 do in these assays?
OX1R antagonist: -23

Results for Cc1ccc2c(c1)-c1c(cnn1CC(=O)N(Cc1ccco1)C1CCCCC1)CO2 ?
OX1R antagonist: -13; CHT allo act: inactive

How did CCN(CC)S(=O)(=O)c1cccc(NC(=O)COC(=O)/C=C/c2cccs2)c1 do in these assays?
OX1R antagonist: -15; CHT allo act: inactive

How did O=C(NC(c1ccccc1)c1ccccc1)c1ccc(CO)cc1 do in these assays?
OX1R antagonist: -15; CHT allo act: inactive

Results for COCCn1c(SCc2ccccc2)nc2c1c(=O)[nH]c(=O)n2C ?
OX1R antagonist: 0; CHT allo act: inactive

How did COC(=O)N=Nc1c(O)[nH]c2ccc(Br)cc12 do in these assays?
OX1R antagonist: -7; CHT allo act: inactive

Results for CCCCCCC(=O)N1CCC(c2nc3c(nnn3Cc3ccccc3Cl)c(=O)[nH]2)CC1 ?
OX1R antagonist: -39; CHT allo act: inactive

Results for COc1cc(S(=O)(=O)Nc2cccc3cn[nH]c23)c(OC)cc1C ?
OX1R antagonist: -18; CHT allo act: inactive

How did COc1cc(C(=O)OCC(=O)Nc2ccc(F)cc2F)cc(OC)c1OC do in these assays?
OX1R antagonist: -26; CHT allo act: inactive

What do the screens show for `CC(C)CCNC(=O)NC(=O)COC(=O)c1cc(S(=O)(=O)N2CCOCC2)ccc1N1CCCCC1`?
OX1R antagonist: -19; CHT allo act: inactive

Results for CC1CCN(C(=S)NC(=O)c2cccs2)CC1 ?
OX1R antagonist: -20; CHT allo act: inactive

Results for Cc1cc(C)c(NC(=O)CCCC(=O)O)c(Cl)c1 ?
OX1R antagonist: -11; CHT allo act: inactive

How did Nc1nc(CSc2ncn[nH]2)nc(Nc2ccc(F)cc2)n1 do in these assays?
OX1R antagonist: -24; CHT allo act: inactive

Quoted at random: 3 entries already listed.
How did COc1cc(C(=O)OCC(=O)Nc2ccc(F)cc2F)cc(OC)c1OC do in these assays?
OX1R antagonist: -26; CHT allo act: inactive

Results for COc1cc(S(=O)(=O)Nc2cccc3cn[nH]c23)c(OC)cc1C ?
OX1R antagonist: -18; CHT allo act: inactive

Results for CCCCCCC(=O)N1CCC(c2nc3c(nnn3Cc3ccccc3Cl)c(=O)[nH]2)CC1 ?
OX1R antagonist: -39; CHT allo act: inactive

Returning to the listing; the 2 compounds before the break are reprinted first.
Results for Cc1cc(C)c(NC(=O)CCCC(=O)O)c(Cl)c1 ?
OX1R antagonist: -11; CHT allo act: inactive

How did Nc1nc(CSc2ncn[nH]2)nc(Nc2ccc(F)cc2)n1 do in these assays?
OX1R antagonist: -24; CHT allo act: inactive

What do the screens show for `Cc1ccc(NC(=O)C(C)N2C(=O)c3ccccc3C2=O)nc1` (configuration not stated)?
OX1R antagonist: -8; CHT allo act: inactive

Results for O=C(CSc1n[nH]c(=O)n1-c1cccnc1)Nc1ccccc1 ?
OX1R antagonist: 6; CHT allo act: inactive

Results for O=C1CSC(c2cn(-c3ccccc3)nc2-c2cc3ccccc3oc2=O)N1Cc1ccco1 (configuration not stated) ?
OX1R antagonist: -7; CHT allo act: inactive

How did Cc1ccc2c(Cl)cc(Cl)c(OCC(=O)N3CCOCC3)c2n1 do in these assays?
OX1R antagonist: -3

Results for Cc1ccc2nc(/C(C#N)=C/c3ccc(-c4cccc([N+](=O)[O-])c4)o3)[nH]c2c1 ?
OX1R antagonist: -4; CHT allo act: inactive

Results for Cc1nnc(SCC(=O)Nc2sc3c(c2C#N)CCCCC3)n1N ?
OX1R antagonist: -34; CHT allo act: inactive

What do the screens show for `COc1ccc(S(=O)(=O)N2CCC(C(=O)N[C@H](C(=O)NC3CCCC3)C(C)C)CC2)cc1`?
OX1R antagonist: -18; CHT allo act: inactive

What do the screens show for `O=C(CCC(=O)N1CCOc2ccc(Cl)cc21)N1CCN(c2ccccn2)CC1`?
OX1R antagonist: -17; CHT allo act: inactive

Results for COc1ccc(-c2csc(Nc3cccc(C)n3)n2)cc1 ?
OX1R antagonist: -34; CHT allo act: inactive

What do the screens show for `COc1ccc(-c2nc(-c3ccccn3)nc(N3CCN(C)CC3)c2C#N)cc1`?
OX1R antagonist: -14; CHT allo act: inactive

What do the screens show for `COc1cc(C(=O)NC2CCCc3ccccc32)cc(OC)c1OC` (configuration not stated)?
OX1R antagonist: -28; CHT allo act: inactive

How did COC(=O)[C@@H]1CCCN1C(=O)CCc1nnc(CCC2CCCCC2)o1 do in these assays?
OX1R antagonist: -22; CHT allo act: inactive

What do the screens show for `COc1ccc(Cn2c(=S)[nH]c3cc(C(=O)NCCCN4CCOCC4)ccc3c2=O)cc1`?
OX1R antagonist: -37; CHT allo act: inactive

What do the screens show for `O=C(CSc1ncn[nH]1)Nc1cccc(S(=O)(=O)N2CCCCCC2)c1`?
OX1R antagonist: -3; CHT allo act: inactive

How did COc1ccc(N(CC(=O)N2CCN(C)CC2)S(=O)(=O)c2ccccc2)cc1OC do in these assays?
OX1R antagonist: 3; CHT allo act: inactive

What do the screens show for `Cc1onc(-c2ccccc2)c1CNS(=O)(=O)c1ccc(F)cc1F`?
OX1R antagonist: -24; CHT allo act: inactive

What do the screens show for `COc1ccc(OC)c(NC(=O)c2ccc(Cl)cc2)c1`?
OX1R antagonist: -31; CHT allo act: inactive

What do the screens show for `CN1CCN(S(=O)(=O)c2ccc(NN)nc2)CC1`?
OX1R antagonist: -19

What do the screens show for `CN(C)c1nc(Oc2ccc(C(=O)OCC(=O)Nc3ccccc3)cc2)nc(N(C)C)n1`?
OX1R antagonist: 11; CHT allo act: inactive

What do the screens show for `O=C(O)c1cccc(N/N=C(\N=Nc2ccccc2)c2ccccc2)c1`?
OX1R antagonist: -15; CHT allo act: inactive

What do the screens show for `CCOC(=O)N1CCC(NC(=O)CSc2cc(=O)n(CC)c3ccccc23)CC1`?
OX1R antagonist: -25; CHT allo act: inactive

What do the screens show for `Cc1cccc(N2C(=O)CC(N3CCOCC3)C2=O)c1` (configuration not stated)?
OX1R antagonist: -14; CHT allo act: inactive

How did O=C(CCN1C(=O)c2ccccc2C1=O)C1=NN[C@@H]2C(=O)N(c3ccc(F)cc3)C(=O)[C@H]12 do in these assays?
OX1R antagonist: -15; CHT allo act: inactive

How did CCn1c(COc2ccc(C)cc2)nnc1SCc1ccc(C#N)cc1 do in these assays?
OX1R antagonist: -23; CHT allo act: inactive

What do the screens show for `COc1ccc(N(CC(=O)N/N=C/c2cc3ccc(OC)cc3nc2Cl)S(=O)(=O)c2ccccc2)cc1`?
OX1R antagonist: -16; CHT allo act: inactive

What do the screens show for `CC(C)OC(=O)NCCOC(=O)Nc1cccc(Cl)c1`?
OX1R antagonist: 48*; CHT allo act: inactive

Molecules listed so far containing a COOH group:
How did O=C(O)[C@H]1CCCC[C@H]1C(=O)Nc1cc([N+](=O)[O-])ccc1F do in these assays?
OX1R antagonist: -1; CHT allo act: inactive

Results for O=C(CCN1C(=O)/C(=C\c2ccccc2)SC1=S)Nc1ccc(C(=O)O)cc1 ?
OX1R antagonist: 6; CHT allo act: inactive

Results for Cc1cc(C)c(NC(=O)CCCC(=O)O)c(Cl)c1 ?
OX1R antagonist: -11; CHT allo act: inactive

What do the screens show for `O=C(O)c1cccc(N/N=C(\N=Nc2ccccc2)c2ccccc2)c1`?
OX1R antagonist: -15; CHT allo act: inactive
